HEK293 tox: qHTS of GLP-1 Receptor Inverse Agonists: Cytotox Screen | HEK293 cAMP-luciferase reporter cells, luminescence, 24 h | Potency, µM (series often up to 38.3 µM), for inactives: at the highest dose activity change, negative = inhibition, actives largely listed as inhibitors | hit rate 0.13% among 410,000;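 note: loss of luciferase light is scored as toxicity; potency is the fitted concentration of half-maximal effect; % is set by controls: 0 for no effect and ±100 for the full control effect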
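Seeding density was 200 cells/uL; after overnight-length (12 h) culture, 23 nL compounds went on for 24 h at 37 °C. Readout used a luciferase detection reagent, luminescence taken after 12 min at room temperature.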
GLP1R inv ag: qHTS of GLP-1 Receptor Inverse Agonists (Inhibition Mode) | hit rate 1.6% among 410,000 | Potency, µM (series often up to 38.3 µM), without a hit: top-dose activity change, negative = inhibition, actives largely listed as inhibitors | HEK293 GLP-1R CRE-luciferase, luminescence, 24 h; GLP-1R form is constitutively active; note: potency is the fitted concentration of half-maximal effect; % is set by controls: 0 for no effect and ±100 for the full control effect; nearly all actives have a fitted effect of over 55% in size
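Stable HEK293 clone (constitutively active GLP-1R + cAMP-response luciferase); 200 cells/uL plated, 12 h pre-culture, compound 24 hr, 37 deg C/5% CO2; detection reagent 12 min RT; luminescence.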
D3 antag: qHTS of D3 Dopamine Receptor Antagonist: qHTS; D(3) dopamine receptor (Homo sapiens), P35462; D3R cells, DiscoveRx beta-arrestin luminescence, antagonist mode; stronger effect = lower value; hit rate 2.5% among 360,000; max response, negative = inhibition, %; in the data active = max response below about -50%; inconclusive = no clear call, values can overlap the other calls; note: % is set by controls: 0 for no effect and ±100 for the full control effect; mostly tested at two doses, the higher about 12 µM
Target sequence (P35462 whole entry, looked up): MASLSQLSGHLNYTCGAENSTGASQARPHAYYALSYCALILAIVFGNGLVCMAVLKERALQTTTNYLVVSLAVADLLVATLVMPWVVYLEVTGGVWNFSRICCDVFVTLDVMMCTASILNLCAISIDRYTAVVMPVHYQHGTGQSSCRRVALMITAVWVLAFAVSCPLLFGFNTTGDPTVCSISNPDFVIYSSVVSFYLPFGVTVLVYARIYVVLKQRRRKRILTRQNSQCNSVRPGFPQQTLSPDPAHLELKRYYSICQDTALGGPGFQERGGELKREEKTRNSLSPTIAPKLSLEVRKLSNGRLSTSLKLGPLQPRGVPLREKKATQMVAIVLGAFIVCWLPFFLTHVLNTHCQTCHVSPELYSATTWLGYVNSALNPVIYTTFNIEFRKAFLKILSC
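Cells expressing the human receptor were seeded at 1500 cells/well, incubated overnight at 37 degrees C in 5% CO2, then exposed to library compounds with dopamine controls for 90 minutes at 37 degrees C before luminescent detection.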
PLK1 PBD block: qHTS for Inhibitors of PLK1-PDB (polo-like kinase 1 - polo-box domain): Primary Screen; Serine/threonine-protein kinase PLK1 (Homo sapiens), P53350; Plk1 PBD binding of FITC phosphopeptide, fluorescence polarization; Potency, µM, inactives show max response, negative = inhibition, hits mostly inhibitors; hit rate 2.8% among 360,000; note: potency is the fitted concentration of half-maximal effect; series mostly up to about 57 µM; % is set by controls: 0 for no effect and ±100 for the full control effect; nearly all actives have a fitted effect of over 65% in size
Target sequence (P53350 whole entry, looked up, the tested form may be a part): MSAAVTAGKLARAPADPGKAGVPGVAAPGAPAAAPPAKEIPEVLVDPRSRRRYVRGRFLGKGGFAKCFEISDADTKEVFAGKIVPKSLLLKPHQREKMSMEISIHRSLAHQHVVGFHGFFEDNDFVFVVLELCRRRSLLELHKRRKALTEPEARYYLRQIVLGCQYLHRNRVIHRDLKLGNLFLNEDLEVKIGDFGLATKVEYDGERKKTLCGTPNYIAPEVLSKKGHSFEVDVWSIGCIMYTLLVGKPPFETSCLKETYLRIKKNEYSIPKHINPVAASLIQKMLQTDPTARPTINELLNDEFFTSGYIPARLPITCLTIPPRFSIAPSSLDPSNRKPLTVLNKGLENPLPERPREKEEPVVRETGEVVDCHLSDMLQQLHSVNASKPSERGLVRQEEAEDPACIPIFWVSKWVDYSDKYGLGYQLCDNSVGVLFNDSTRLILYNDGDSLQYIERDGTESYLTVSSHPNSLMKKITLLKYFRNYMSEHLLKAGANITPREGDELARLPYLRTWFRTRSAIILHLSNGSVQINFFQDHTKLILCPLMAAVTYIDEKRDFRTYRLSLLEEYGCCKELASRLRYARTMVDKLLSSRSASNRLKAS
PI5P4Ka inh: qHTS for Inhibitors of phosphatidylinositol 5-phosphate 4-kinase (PI5P4K); Phosphatidylinositol 5-phosphate 4-kinase type-2 alpha (Homo sapiens), P48426; PI5P4Kalpha enzyme, ADP-Glo luminescence, 60 min; stronger effect = lower value; max response, %; hit rate 1.2% among 330,000; active = max response of -50% or lower; inconclusive = between -30% and -50%; inactive = -30% or higher; note: value at the top dose of about 77 µM; % is set by controls: 0 for no effect and ±100 for the full control effect
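Enzyme plus substrate dispensed, test compounds pinned in, then ATP (5 microM final) added. After 60 min at RT, ADP-Glo reagent 1 for 45 min and reagent 2 for 30 min preceded luminescence imaging.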
GLP-1R agonist: qHTS of GLP-1 Receptor Agonists | Glucagon-like peptide 1 receptor (Homo sapiens), P43220 | HEK293 GLP-1R CRE-luciferase, luminescence, 4-6 h; cells express a hypersensitive GLP-1R form | Potency, µM (doses to about 45.6 µM), inactives show at the top dose activation, actives largely listed as activators | hit rate 0.007% among 380,000 | AID 624172, 2012; note: potency is the fitted concentration of half-maximal effect; % of control where 0% means no effect
D3 ag: qHTS of D3 Dopamine Receptor Agonist: qHTS. max activation, %. hit rate 0.58% among 410,000. AID 652048, 2013. D(3) dopamine receptor (Homo sapiens), P35462. D3R DiscoveRx beta-arrestin cells, luminescence, 90 min; in the data active = max activation above about 30%; note: 0% is about no effect; mostly tested at two doses, the higher about 12 µM
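Cells at 1500/well, incubated overnight, then treated with pinned compounds (dopamine as control) for 90 min at 37 degrees C. DiscoveRx reagent added for 30 - 60 minutes at room temperature; luminescence read.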
WRN inhibitor: qHTS for Inhibitors of WRN Helicase; AID 651768, 2012; Potency, µM (doses to about 114 µM), inactives show at the highest dose activity change, negative = inhibition, actives largely listed as inhibitors; hit rate 0.46% among 360,000; WRN helicase unwinding, fluorescent forked duplex, kinetic; note: potency is the fitted concentration of half-maximal effect; % is set by controls: 0 for no effect and ±100 for the full control effect; nearly all actives have a fitted effect of over 55% in size
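Screening of the MLSMR collection measured strand separation of a quenched forked DNA duplex (100 nM) by 20 nM WRN with 2 mM ATP, all final. Compounds were preincubated with enzyme 15 min at room temperature.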
IL-2 act: qHTS of IL-2 Activators; IL-2 activation reporter assay, cell-based qHTS; stimulated with anti-CD3/CD4/CD28 beads; in transgenic mouse T cells; activation, % (series mostly up to about 46 µM); hit rate 0.065% among 360,000; in the data active = activation above about 50%; inconclusive = mostly about 30% to 49%; note: 0% is about no effect
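Screening format: compound pinned onto unstimulated transgenic mouse T cells, 60 min incubation, then anti-CD3/anti-CD4/anti-CD28 bead stimulation for 18 hours at 37 degrees C, followed by EGFP and DsRed detection.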
* hit, by the source's call; ? = inconclusive; . = no result given; & = joins results of further samples; [ ] = dose if it differs, or a comment. Unless noted, calls come from the whole dose curve; as a rule, active = well fitted curve in the direction sought with a large enough effect; inconclusive = small, poorly fitted or top-dose-only effect, or another doubt; inactive = no such curve, though single readings can be large; an effect the other way counts as inactive or inconclusive. Not a hit list. About 7.8% of those tested had a hit in this group.

SMILES,GLP1R inv ag,D3 antag,GLP-1R agonist,PLK1 PBD block,WRN inhibitor,PI5P4Ka inh,IL-2 act,HEK293 tox,D3 ag
COc1cccc(NS(=O)(=O)c2csc(C(N)=O)c2)c1,-29%,0,-2%,-9%,-1%[57.1 µM],-1,-2.6,-3%,-2
CCCc1cc(NCCCn2ccnc2)n2nc(C)c(-c3ccccc3)c2n1,?,8,25%,-9%,0%,0,3.3,?,0
COc1ccc(NC(=O)COc2ccc(/C=N/n3c(C)nnc3C)cc2OC)cc1,19%,16,16%,-4%,4%,9,-0.5,0%,0
CCn1cc(C(=O)OCC(=O)Nc2ccccc2OC(F)F)c(=O)c2ccc(C)nc21,6%,4,9%,6%,-5%,1,0.7,-1%,15
O=C(Nc1cccc(S(=O)(=O)NC2=NCCCCC2)c1)c1cc(-c2ccccc2)nc2ccccc12,-8%,3,-2%,-9%,-4%,-1,-2.3,-3%,-2
CCc1ccc(-c2cc(C)no2)cc1S(=O)(=O)Nc1ccc(Cl)cn1,?,-15,0%,-23%,-8%,-9,-3.2,0%&6%,0&-3
CCOC(=O)C1=CCN(S(=O)(=O)c2ccc(F)cc2)C1c1cccc(C)c1 (centres undefined),?,2,-10%,3%,0%,2,-0.6,6%,6
CC(=O)N1N=C(c2ccc(C)o2)CC1c1ccc(F)cc1 (centres undefined),35%[activator],5,-5%,-3%,-15%,-6,0.2,9%,4
Cc1ccc(C)c(-n2cc(CNCCc3cnccn3)c(-c3ccccc3)n2)c1,?,2,-6%,3%,-9%,3,-0.6,-4%,-12
CN(CCCNC(=O)C1CCN(S(=O)(=O)N2CCC3(CC2)OCCO3)CC1)Cc1ccccc1,40%[activator],0,-10%,1%,-1%,.,-1.7,5%,5
Cc1cc(NC(=O)COc2ccc([N+](=O)[O-])cc2)no1,0%,?,7%,-13%,-2%,-8,-0.4,11%,2
CCCCCCc1cc2cc(-c3nnc(-c4ccccc4O)o3)c(=O)oc2cc1O,8%,45,1%,-24%,-13%,-29,-0.4,134%[activator],15
Cc1cc(C(=O)COC(=O)c2ccc(Cl)c(S(N)(=O)=O)c2)c(C)n1C1CC1,-18%,16,3%,0%,-3%,-8,-5.8,1%,5
C/C(=N/NC(=O)c1ccncc1)C1=C(O)CC(C)(C)CC1=O,-10%,-15,0%,-22%,-4%,1,4.0,15%,-4
O=[N+]([O-])c1ccc2cn(-c3ccccc3)nc2c1,18%,-19,1%,-11%,-24%,18,-0.7,25%,-7
O=c1oc(Cc2ccccc2)nc2ccccc12,5%,-10,-1%,-11%,-4%,3,-0.4,-2%,-2
O=C(CCNS(=O)(=O)c1ccc(Cl)cc1)N1CCN(c2ncccn2)CC1,0%,9,-14%,-4%,7%,0,-0.2,0%,9
O=C1CCCCN1CCCC(=O)N1CCCC(Nc2ccc(F)c(F)c2)C1 (centres undefined),1%,2,-5%,3%,-1%,5,-1.5,-1%,-10
CSc1ncc(Cl)c(C(=O)Nc2ccccc2Br)n1,4%,7,-5%,0%,-6%,0,1.7,7%,9
CC(=O)N1CCC(C(=O)N2c3ccccc3N=C(c3ccc4c(c3)OCO4)C2C(=O)Nc2c(C)cccc2C)CC1 (centres undefined),21%,-5,.,3%,-1%,-2,-0.1,2%,7
COc1ccc(CCNc2nc3c(-c4cccc(C(F)(F)F)c4)nnn3c3ccccc23)cc1OC,-3%,.,0%,.,.,.,.,5%,4
O=C(COC(=O)CNS(=O)(=O)c1ccc(F)c(F)c1F)NC1CCCC1,7%,-18,-5%,-7%,1%,-6,3.6,17%,-24
CCOC(=O)C1=CN(Cc2cccc(-c3cccnc3)c2)S(=O)(=O)N(C)C1C (centres undefined),2%,116,14%,-17%,-5%,0,-0.3,2%,-25
CC(=O)NC12CC3CC(C1)CC(C(=O)OCC(=O)c1ccc4c(c1)OCCO4)(C3)C2,1%,51,-25%,-4%,-18%,4,0.2,-19%,9
COC(=O)c1ccc(-c2noc(CN(Cc3ccncc3)CC3CCCO3)n2)cc1 (centres undefined),-19%[7.66 µM],13,8%,-5%,1%,0,0.5,-3%[7.66 µM],-2
CCOc1cccc(C(=O)NNC(=O)C2C3C=CC(C3)C2C(=O)O)c1 (centres undefined),-17%,-19,0%,-13%,-8%,-5,-3.7,-9%,6
COc1cc(OC)c(/C=N/N2CCN(c3ccccc3OC)CC2)c(OC)c1,24%,-5,5%,-11%,5%,2,2.6,14%,4
COc1cccc(CN2C(=O)c3ccccc3C2C(=O)NCC2CCCO2)c1 (centres undefined),7%,-8,4%,-9%,-13%,-1,-0.8,16%,2
CCC(C)(C)n1nnnc1C(c1cccc(C#N)c1)N1CCN(c2cccc(C)c2C)CC1 (centres undefined),4%,-8,0%,4%,-12%[57.1 µM],.,-3.7,-4%,5
Cc1cc(S(=O)(=O)N2CCCC(C)C2)ccc1-n1cnnn1 (centres undefined),9%,-2,6%,-7%,8%,-6,-0.2,12%,-6
COc1cc(CCC(=O)Nc2ccncc2Cl)cc(OC)c1OC,8%,7,-9%,-4%,-5%,-6,0.1,7%,5
CCc1ccc(NCc2ccc(OC)c(Cn3ccnc3)c2)cc1,?,?,12%,-6%,-2%,0,-0.7,-2%,-1
COc1ccc(OC)c(C2SCCN2S(C)(=O)=O)c1 (centres undefined),3%,3,-10%,-7%,4%,-5,-1.6,10%,0
O=C1S/C(=C/c2ccccc2)C(=O)N1CC(O)Cn1c2ccccc2c2ccccc21 (centres undefined),1%,-3,-10%,1%,0%,3,2.4,2%,2
CCOc1cc(C(=S)N2CCCC2)ccc1OC(=O)Cc1ccc(F)cc1,13%,1,9%,-10%,0%,-2,0.4,-6%,2
CCc1c(C)nc(SC)n(CC#N)c1=O,26%,11,2%,-2%,1%,1,-1.6,5%,0
CCOc1ccc(CCNC(=O)COC(=O)c2nc(Cl)ccc2Cl)cc1OCC,21%,-21,10%,-4%,11%,4,-0.9,-1%,-17
C/C(CCc1ccc2c(c1)OCO2)=N\NC(=O)c1ccccc1Cl,5%,3,1%,5%,-29%[57.1 µM],-5,1.5,-4%[1.53 µM],1
CC(=O)c1ccc(NC(=O)c2cc(S(=O)(=O)N3CCOCC3)ccc2C)cc1,?,2,6%,-13%,2%,-2,-1.3,1%&9%,-3&1
CCN(CC)S(=O)(=O)c1ccc2c(c1)nc(CCC(=O)Nc1ccc3c(c1)OCO3)n2CC,-17%,1,17%,-3%,-3%,-18,0.1,-12%,2
CN(C)CCCNC(=S)/N=c1\sccn1Cc1ccccc1Cl,?,-10,-1%,-7%,2%,5,0.7,-16%,-14
COc1cccc2c1OC[C@@H](CO)[C@H]2N(C)C(=O)Nc1ccccc1,7%,2,-28%,0%,3%,.,3.6,5%,5
CC(=O)c1cccc(Nc2nc(-c3cccnc3)cs2)c1,76%[activator],-2,15%,-8%,-15%,-5,-2.4,-14%,7
COC(=O)[C@]1(C)CCC[C@@]2(C)C3CC[C@@]4(C)C[C@]3(CCC21)CC(=O)N4Cc1ccc(OC)cc1 (some centres undefined),?,-5,-3%,-1%,1%,8,-0.1,?,-8
Cc1ccc(CS(=O)Cc2ccc(C(=O)NCc3ccccc3Br)o2)cc1 (centres undefined),?,-7,9%,-16%,-5%[57.1 µM],0,5.9,-14%,-2
CSCc1c(C(=O)OCC(=O)c2ccc[nH]2)oc2ccccc12,?,-10,5%,-9%,-8%[11.6 µM],-76*,-2.5,-6%,-5
O=C(C1CCCC1)N1CCC(CO)(Cc2ccccc2Cl)CC1,?,-18,6%,-4%,-29%[57.1 µM],-8,-4.1,-3%,-11
Cc1ccc(NC(=S)c2ccc(N(C)C)cc2)cc1,-26%,5,3%,-18%,-16%,3,-0.6,-13%,-8
O=C1C=C(c2cccs2)C[C@H](c2ccccc2)[C@H]1n1nnc([N+](=O)[O-])n1,?,1,-9%,-3%,-14%,-9,-0.1,-5%,-1
Cc1nnc(SC(C)C(=O)Nc2ccc3ccccc3c2)n1C (centres undefined),10%,16,-1%,-3%,2%,0,4.7,0%,2
Cc1c(Cl)cccc1NC(=O)CC1SC(=NCC2CCCO2)NC1=O (centres undefined),-10%,-8,-2%,3%,-14%,-1,-0.7,-11%,-6
CC1(C)C/C(=N\O)C(C(O)c2cccc([N+](=O)[O-])c2)C(C)(C)N1 (centres undefined),18%,-4,1%,-19%,2%,4,-0.6,11%,-7
